TDP43 rescue: inhibitors of TDP-43 toxicity in yeast; AID 652104; Potency, µM (top dose mostly 46.1 µM), for inactives: at the top dose growth rescue (activation), usual class: activators; 410,000 tested, 1.8% active; TDP-43 expressing yeast growth rescue, BacTiter-Glo, 24 h; further: % of control where 0% means no effect; nearly all actives have a fitted effect of over 50% in size
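Readout is BacTiter-Glo luminescence of cell growth, so inhibitors register as activators. TDP-43-expressing yeast at OD600=0.02 in galactose medium, after raffinose pregrowth to mid-log, were incubated with compound for 24 hr at 30 deg C.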
EPAC2 ag: EPAC2 (human) agonism. Q8WZA2. EPAC2 activation, biochemical qHTS; response scale: 100% = 6.5 mM cAMP response. Potency, µM (highest dose often 154 µM), for inactives: top-dose activation, hits mostly activators. 360,000 tested, 0.079% active; further: nearly all actives have a fitted effect of over 50% in size
Target sequence (Q8WZA2 whole entry, looked up): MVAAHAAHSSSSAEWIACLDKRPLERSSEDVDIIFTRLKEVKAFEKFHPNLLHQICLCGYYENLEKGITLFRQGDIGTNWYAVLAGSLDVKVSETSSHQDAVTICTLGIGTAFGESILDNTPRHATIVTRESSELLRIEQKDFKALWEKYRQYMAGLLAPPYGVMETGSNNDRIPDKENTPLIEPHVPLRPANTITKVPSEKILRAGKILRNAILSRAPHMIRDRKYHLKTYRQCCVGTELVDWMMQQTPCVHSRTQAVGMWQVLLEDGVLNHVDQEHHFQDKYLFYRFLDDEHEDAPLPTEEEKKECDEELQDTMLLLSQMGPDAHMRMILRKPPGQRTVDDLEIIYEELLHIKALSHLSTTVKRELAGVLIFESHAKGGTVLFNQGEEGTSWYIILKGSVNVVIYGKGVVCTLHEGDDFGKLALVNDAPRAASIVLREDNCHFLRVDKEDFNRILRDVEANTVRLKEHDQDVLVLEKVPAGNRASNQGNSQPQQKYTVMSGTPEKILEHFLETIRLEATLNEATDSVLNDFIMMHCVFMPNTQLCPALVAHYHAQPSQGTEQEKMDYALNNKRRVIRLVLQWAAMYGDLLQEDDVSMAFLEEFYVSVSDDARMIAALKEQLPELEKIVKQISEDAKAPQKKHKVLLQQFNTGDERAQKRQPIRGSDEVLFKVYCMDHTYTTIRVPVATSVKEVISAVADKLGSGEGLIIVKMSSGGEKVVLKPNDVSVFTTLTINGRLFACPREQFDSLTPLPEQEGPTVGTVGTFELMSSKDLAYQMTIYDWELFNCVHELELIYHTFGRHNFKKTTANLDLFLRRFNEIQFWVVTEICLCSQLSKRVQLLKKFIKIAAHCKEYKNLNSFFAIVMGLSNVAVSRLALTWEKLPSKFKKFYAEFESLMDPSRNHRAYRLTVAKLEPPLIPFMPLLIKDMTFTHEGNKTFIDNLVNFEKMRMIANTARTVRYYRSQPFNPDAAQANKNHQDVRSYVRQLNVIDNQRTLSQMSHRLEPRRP
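Compounds were titrated in qHTS against a Rap1B-BODIPY-GDP (250 nM) complex with EPAC2 (100 nM) and GDP (50 uM). BODIPY-GDP release tracked at 480/540 nm over 30 min at room temperature, normalized to 6.5 mM cAMP.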
FUS yeast rescue: rescues growth of FUS-expressing yeast | 390,000 tested, 0.24% active | AID 1347120 | S. cerevisiae FUS-expressing, growth rescue, OD600, 24 h | Potency, µM (highest dose often 76.6 µM), for inactives: top-dose growth rescue (activation), usual class: activators;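 further: plate controls were DMSO vehicle for no effect and reference control for full effect; nearly all actives have a fitted effect of over 55% in size; some results filed as inactive show a strong effect at the top dose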
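Quantitative HTS measuring growth restoration of FUS-toxic yeast. Galactose-induced cells (OD 0.005) were exposed 24hr at 30C to compounds at several concentrations, then absorbance at 600 nm was recorded.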
aSyn rescue: rescues yeast growth from alpha-synuclein toxicity | 370,000 tested, 0.14% active | Potency, µM (titrated, usually from 46.1 µM), inactives show at the top dose growth rescue (activation), hits mostly activators | AID 652106 | Yeast expressing alpha-synuclein, growth rescue, BacTiter-Glo, 24 h; further: % of control where 0% means no effect; nearly all actives have a fitted effect of over 65% in size
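Readout is rescue of growth in alpha-synuclein-expressing yeast, so inhibitors of toxicity appear as activators. Growth after 24 hr at 30 deg C in galactose medium is quantified by luminescence.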
EPAC1 ag: agonists of human EPAC1 | O95398 | 360,000 tested, 0.073% active | EPAC1 agonist qHTS, biochemical assay; response scale: 100% = response to 6.5 mM cAMP | AID 720707 | Potency, µM (series often up to 154 µM), for the others: at the top dose activation, actives largely listed as activators; further: nearly all actives have a fitted effect of over 60% in size
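Nucleotide exchange assay: 100 nM EPAC1 with 250 nM Rap1B loaded with BODIPY-GDP and 50 uM GDP, room temperature. Fluorescence (480/540 nm) read every 5 min for 30 min; signal change normalized to 6.5 mM cAMP as full agonist.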
EPAC2 antagonist: EPAC2 (human) antagonism; Q8WZA2; EPAC2 GEF exchange of Rap1B-BODIPY-GDP, fluorescence; Potency, µM (titrated, usually from 114 µM), for the others: at the top dose activity, negative = inhibition, usual class: inhibitors; 360,000 tested, 0.18% active; further: on the % scale 0 is the no-effect control and ±100 the full control effect; nearly all actives have a fitted effect of over 45% in size; many of its hits are not listed in these tables
PTHR1 ag: PTHR1 (human) receptor agonism; Q03431; HEK293 GP2 PTHR1 cells, GloSensor cAMP luminescence, 1 h; Potency, µM (doses to about 115 µM), inactives show at the top dose activation, most hits filed as activators; 410,000 tested, 0.075% active; AID 743266; further: nearly all actives have a fitted effect of over 55% in size; some results filed as inactive show a strong effect at the top dose; inactives centre near -15; many of its hits are not listed in these tables
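HEK-293-derived GP2 cells expressing PTHR1 and a GloSensor cAMP reporter, 3,000/well, plated overnight, given luciferin plus IBMX (each 0.5 mM as added) for 1 h at 37 °C, then compound for 1 h at 37 °C. Luminescence was read after 15 min at room temperature.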
EPAC1 antag: antagonists of human EPAC1; 360,000 tested, 0.14% active; EPAC1 GEF assay, Rap1b-BODIPY-GDP exchange fluorescence; Potency, µM (top dose mostly 115 µM), for the others: at the top dose activity change, negative = inhibition, most hits filed as inhibitors;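 further: plate controls were vehicle for no effect and positive control for full effect; nearly all actives have a fitted effect of over 50% in size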
* hit, by the source's call; i = inactive; ? = inconclusive; · = no result given; [ ] = dose if it differs, or a comment. The call rests on the fitted dose curve; in most records, active means well fitted curve in the direction sought with a large enough effect; inconclusive means small, poorly fitted or top-dose-only effect, or another doubt; inactive means no such curve, though single readings can be large; an effect the other way counts as inactive or inconclusive. Potency means the concentration at half of the fitted maximal effect. Not all compounds are listed; rates above refer to the full screens.

Letters: A = TDP43 rescue; B = EPAC2 ag; C = FUS yeast rescue; D = aSyn rescue; E = EPAC1 ag; F = EPAC2 antagonist; G = PTHR1 ag; H = EPAC1 antag
COc1c2occc2c(OC(C)=O)c2c(=O)cc(C)oc12
  A: 15%	B: 9%	C: 27%	D: 2%	E: -7%	F: 9%	G: i	H: 2%

Nc1c(C(=O)N/N=C/c2ccc(F)cc2)oc2nc(-c3ccccc3)cc(-c3ccco3)c12
  A: 12%	B: -7%	C: 16%	D: 17%	E: -12%	F: 4%	G: i	H: -19%

Cc1nc(Nc2ccc(C(=O)O)cc2)nc(Nc2ccc(C(=O)O)cc2)c1[N+](=O)[O-]
  A: 1%	B: 2%	C: 5%	D: 2%	E: -16%	F: 0%	G: i	H: -5%

Cc1ccc(Nc2nc(N)c3ccccc3n2)cc1Cl
  A: -21%	B: 6%	C: -17%	D: -12%	E: 0%	F: -1%	G: -16%	H: 2%

COc1ccc(NC(=O)c2ccc(S(=O)(=O)N3CCCCC3)cc2)c(OC)c1
  A: 1%	B: 1%	C: 15%	D: 11%	E: 1%	F: -11%	G: i	H: 12%

O=C(NCCCCCCNC(=O)c1ccncc1)c1ccncc1
  A: -3%	B: 4%	C: -8%	D: 2%	E: -3%	F: 6%	G: i	H: 6%

O=C1CC(=O)C(n2cncn2)C(c2ccc(Cl)cc2Cl)C1 (configuration not stated)
  A: -8%	B: 4%	C: 43%	D: -2%	E: 2%	F: -1%	G: 3%[57.5 µM]	H: -1%

CSc1ccc(S(=O)(=O)NCC(=O)OCC(=O)N(C)Cc2ccccc2)cc1[N+](=O)[O-]
  A: 8%	B: 7%	C: 11%	D: -3%	E: ?	F: -4%	G: i	H: -16%

Clc1ccccc1-c1nc2nc3ccccc3nc2n1-c1ccc2c(c1)OCO2
  A: 0%	B: 9%	C: ?	D: 0%	E: -1%	F: -14%	G: -17%	H: 11%

COc1ccccc1NC(=O)c1ccc(S(=O)(=O)NCc2ccco2)cc1
  A: 5%	B: 9%	C: -14%	D: 9%	E: 13%	F: 1%	G: i	H: -2%

By substructure: those above containing a halogen.
Letters: A = TDP43 rescue; B = EPAC2 ag; C = FUS yeast rescue; D = aSyn rescue; E = EPAC1 ag; F = EPAC2 antagonist; G = PTHR1 ag; H = EPAC1 antag
Nc1c(C(=O)N/N=C/c2ccc(F)cc2)oc2nc(-c3ccccc3)cc(-c3ccco3)c12
  A: 12%	B: -7%	C: 16%	D: 17%	E: -12%	F: 4%	G: i	H: -19%

Cc1ccc(Nc2nc(N)c3ccccc3n2)cc1Cl
  A: -21%	B: 6%	C: -17%	D: -12%	E: 0%	F: -1%	G: -16%	H: 2%

O=C1CC(=O)C(n2cncn2)C(c2ccc(Cl)cc2Cl)C1 (configuration not stated)
  A: -8%	B: 4%	C: 43%	D: -2%	E: 2%	F: -1%	G: 3%[57.5 µM]	H: -1%

Clc1ccccc1-c1nc2nc3ccccc3nc2n1-c1ccc2c(c1)OCO2
  A: 0%	B: 9%	C: ?	D: 0%	E: -1%	F: -14%	G: -17%	H: 11%

More records:
Letters: A = TDP43 rescue; B = EPAC2 ag; C = FUS yeast rescue; D = aSyn rescue; E = EPAC1 ag; F = EPAC2 antagonist; G = PTHR1 ag; H = EPAC1 antag
CC(NC(=O)C1CCC(CNc2c(N3CCOCC3)c(=O)c2=O)CC1)c1ccccc1 (configuration not stated)
  A: -9%	B: 7%	C: -15%	D: -5%	E: -15%	F: 7%	G: -14%	H: -8%

CC(=O)c1ccc(C(=O)N2CCCC(CO)(Cc3ccccc3C)C2)s1 (configuration not stated)
  A: ?	B: 6%	C: 23%	D: 3%	E: -7%	F: -6%	G: i	H: -9%

CCOC(=O)CSc1nc(C(C)C)nc2sc(C)c(C)c12
  A: 6%	B: 5%	C: 15%	D: 12%	E: 8%	F: ?	G: -8%	H: -11%

O=C1c2cc([N+](=O)[O-])ccc2-c2cc(Cl)c(NC(=O)C(F)(F)F)cc21
  A: -1%	B: -18%	C: ·	D: -1%	E: -4%	F: -1%	G: -18%	H: -4%

c1ccc(-c2nc(N3CCCC3)nc3ccccc23)cc1
  A: 10%	B: 16%	C: 11%	D: -5%	E: 8%	F: -1%	G: i	H: 1%

CCOC(=O)C1=C(C)c2ccccc2N(C(=O)OC)C1(C)C(=O)OCC (configuration not stated)
  A: 4%	B: 2%	C: 5%	D: 5%	E: -12%	F: -20%	G: i	H: 7%

CC(=O)c1cc(C#N)c(N2CCN(c3ccccc3)CC2)nc1C
  A: -10%	B: 10%	C: 34%	D: -2%	E: -4%	F: -6%	G: ?	H: -28%

COCC(=O)NCCc1nc2ccccc2[nH]1
  A: 0%	B: 5%	C: -23%	D: -2%	E: 10%	F: 5%	G: i	H: -10%

CC1(C)Cc2c(sc(NC(=O)c3ccc4ncsc4c3)c2C(N)=O)C(C)(C)N1
  A: -3%	B: 19%	C: 29%	D: -1%	E: 6%	F: 2%	G: -10%	H: -24%

Clc1cccc(N/N=C(\Cc2nc3ccccc3[nH]2)c2ccccc2)c1
  A: -13%	B: 7%	C: ·	D: 12%	E: 13%	F: -13%	G: -8%	H: -20%

Complete entries as entered above. Screens in order: TDP43 rescue | EPAC2 ag | FUS yeast rescue | aSyn rescue | EPAC1 ag | EPAC2 antagonist | PTHR1 ag | EPAC1 antag
Results for CC(=O)c1ccc(C(=O)N2CCCC(CO)(Cc3ccccc3C)C2)s1 (configuration not stated) : ? | 6% | 23% | 3% | -7% | -6% | i | -9%
Results for CCOC(=O)C1=C(C)c2ccccc2N(C(=O)OC)C1(C)C(=O)OCC (configuration not stated) : 4% | 2% | 5% | 5% | -12% | -20% | i | 7%

Later entries:
Molecule	TDP43 rescue	EPAC2 ag	FUS yeast rescue	aSyn rescue	EPAC1 ag	EPAC2 antagonist	PTHR1 ag	EPAC1 antag
Cc1ccc(-n2cc(C(=O)c3ccc4ccccc4c3O)cn2)cc1	2%	0%	-15%	2%	0%	-18%	i	0%
CCc1nnc(NC(=O)CSc2nnc(COc3ccccc3C)o2)s1	10%	2%	17%	5%	7%	1%	-10%[57.5 µM]	-5%
CCC(C)(C)NC(=O)C(c1ccccc1F)N(Cc1ccco1)C(=O)Cn1nnc2ccccc21 (configuration not stated)	-17%	-10%[15.6 µM]	-3%	-5%	-18%	0%	i	-5%
CNC(=S)N/N=C(\C)c1ccc(N2CCOCC2)cc1	?	9%	12%	-7%	11%	-2%	-2%	-30%
Cc1cc(=O)oc2cc(OCC(=O)NC3CCCC3)ccc12	0%	-3%	-14%	-2%	-27%	0%	i	0%
COC(=O)c1c(C)[nH]c(C(=O)NCCc2ccc(S(N)(=O)=O)cc2)c1C	2%	3%	18%	-1%	5%	-7%	i	6%
CCN(CC)S(=O)(=O)c1ccc(C)c(NC(=O)COC(=O)CCC(=O)c2cccs2)c1	20%	-3%	·	0%	-5%	1%	i	10%
Cn1nc(Oc2nc(N3CCOCC3)nc(N3CCOCC3)n2)ccc1=O	-19%	11%	3%	-10%	7%	-1%	i	-1%
O=C(Nc1ccccc1N1CCOCC1)c1ccc([N+](=O)[O-])o1	10%	-4%	3%	-16%	7%	7%	-1%	-16%
CCOc1ccc(CCNC(=O)c2cc3c(s2)CS(=O)(=O)C3)cc1OCC	-9%	-17%	8%	-2%	-14%	-5%	i	-25%
CN1CCN(c2ccccc2NC(=O)Cn2ncc3c([nH]c4ccccc43)c2=O)CC1	-16%	1%	13%	1%	-11%	7%	10%	-7%
Fc1ccc(CSc2nnc(-c3cccs3)o2)cc1	?	20%	10%	-3%	16%	-3%	-35%[inhibitor][57.5 µM]	-4%
Cn1[nH]c(=O)c2ccccc2c1=O	-1%	0%	-16%	-4%	-6%	8%	-10%[57.5 µM]	14%
CC(=O)Nc1ccccc1OCC(=O)c1ccc2c(c1)OCO2	12%	11%	20%	9%	0%	-6%	-14%	0%
CC(Oc1cccc(Cl)c1)C(=O)N1CCCN(C)CC1 (configuration not stated)	10%	12%	7%	1%	-4%	1%	-1%	4%
CCN(C(=O)COC(=O)c1ccc(O)cc1)c1cccc2ccccc12	?	0%	24%	29%	1%	-25%	-35%[inhibitor]	-26%
O=C(O)c1cccc(Nc2nc(Nc3ccccc3)nc(N3CCCC3)n2)c1	-11%	-8%	43%	4%	1%	-11%	i	-23%
CCC(C)NS(=O)(=O)c1ccc(OCC(=O)NCc2cccnc2)cc1 (configuration not stated)	0%	9%	29%	-8%	4%	2%	i	11%
O=c1c2ccccc2nc(SCCN2CCCCC2)n1CCc1ccccc1	19%	6%	20%	4%	-2%	-5%	i	3%
O=C(CSc1ccc2c(c1)OCCO2)Nc1ccc(N2CCOCC2)cc1	-7%	8%	13%	-1%	12%	-3%	i	-8%
COc1ccccc1OCC#CCNC1CCCCC1C (configuration not stated)	-8%	2%	-5%	0%	-5%	6%	i	6%
O=C(CSc1nc2cc(Cl)ccc2o1)NC1CC1	24%	10%	-9%	7%	8%	-5%	-8%	1%
Cc1nnc(SCc2cccc(CSc3nnc(C)s3)c2)s1	?	5%	26%	-1%	0%	7%	-3%[57.5 µM]	-17%
COc1ccc(OC)c(-c2csc(N(C)C(=O)c3ccco3)n2)c1	4%	15%	-18%	-6%	7%	9%	-36%[inhibitor]	-9%
COc1cccc(-c2sc3ccc(OC)cc3c2-c2ccc(OCCN3CCCCC3)cc2)c1	23%	-1%	?	-47%[inhibitor]	19%	-12%	-19%	-9%
Cc1cccc(N(CC(O)CN2CCCC2)S(=O)(=O)c2ccccc2)c1 (configuration not stated)	-4%	8%	27%	-1%	10%	2%	i	3%
COc1ccccc1-c1nnc(SCc2ccccn2)n1C	-4%	8%	5%	2%	13%	-13%	i	2%
C/C(O)=C(\C#N)c1nnc2n1CCCCC2	-12%	10%	-5%	4%	-5%	5%	i	4%
O=C(CCNc1n[nH]c(=O)[nH]c1=O)N1CCOCC1	0%	1%	5%	-12%	-2%	11%[57.1 µM]	-7%[57.5 µM]	12%
CCN(CC)S(=O)(=O)c1ccc(NC(=O)C(OC)c2ccccc2)cc1 (configuration not stated)	0%	0%	6%	9%	-5%	-2%	-1%	3%
COc1ccc(-c2cc(C(=O)Nc3cc(C)nn3-c3ccccc3)no2)cc1	6%	-4%	20%	1%	1%	-7%	8%	-13%
CCN(CC(=O)NCc1ccc(F)cc1)Cc1cc(=O)n2ccsc2n1	·	4%	6%	2%	6%	5%	i	-29%

Single values from the entries so far.
c1ccc(-c2nc(N3CCCC3)nc3ccccc23)cc1 in EPAC2 ag → 16%
CCN(CC(=O)NCc1ccc(F)cc1)Cc1cc(=O)n2ccsc2n1 in EPAC2 antagonist → 5%
COc1ccc(OC)c(-c2csc(N(C)C(=O)c3ccco3)n2)c1 in PTHR1 ag → -36%[inhibitor]

Compound activity from PubChem.
